# Screening data from PubChem.
# PfHsp40 rescue = restores yeast growth despite PfHsp40 toxicity; AID 504582; growth rescue, % at 12.5 µM; hit rate 0.68% among 340,000; S. cerevisiae expressing PfHsp40, growth rescue, ATP luminescence; in the data active = growth rescue above about 28%, passing the limit was not always enough;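 note: yeast W303a lacking pdr1 and pdr3 grown in galactose medium; growth measured after three days at 30 °C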
# UGM FP inh = Mtb UDP-galactopyranose mutase inhibition; P9WIQ1; purified UGM, fluorescence polarization probe displacement; inhibition, % at 10 µM; hit rate 0.06% among 320,000; in the data active = inhibition above about 10%, passing the limit was not always enough
# Target sequence (P9WIQ1 whole entry, looked up): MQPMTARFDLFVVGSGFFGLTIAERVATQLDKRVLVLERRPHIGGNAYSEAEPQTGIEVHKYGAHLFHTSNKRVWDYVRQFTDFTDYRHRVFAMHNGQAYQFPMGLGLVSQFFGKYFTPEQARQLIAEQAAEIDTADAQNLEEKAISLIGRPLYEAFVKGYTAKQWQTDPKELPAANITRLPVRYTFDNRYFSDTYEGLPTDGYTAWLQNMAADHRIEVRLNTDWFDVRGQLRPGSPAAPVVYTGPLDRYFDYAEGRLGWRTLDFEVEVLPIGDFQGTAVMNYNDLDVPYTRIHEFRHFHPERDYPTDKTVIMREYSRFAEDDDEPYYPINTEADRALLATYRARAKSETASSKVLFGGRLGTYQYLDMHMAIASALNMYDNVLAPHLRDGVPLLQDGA
# GDH-TPI counter = GDH-TPI coupled enzyme inhibition counter-screen; GDH-TPI coupled enzyme counterscreen, NADH absorbance; inhibition, % at 4.8 µM; hit rate 1.2% among 360,000; in the data active = inhibition above about 30%;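 note: 0% = DMSO wells and 100% = wells lacking the enzyme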
# FadD28 binding = M. tuberculosis FadD28 bisubstrate binding inhibition. hit rate 0.22% among 360,000. FadD28 bisubstrate probe binding, fluorescence polarization. inhibition, % at 12.5 µM; in the data active = inhibition above about 8.5%, passing the limit was not always enough
# FBA Mtb inh = inhibits M. tuberculosis FBA enzyme; P9WQA3; purified M. tuberculosis FBA, fluorescence read-out; inhibition, % at 1 µM; hit rate 2.3% among 360,000; AID 588726; in the data active = inhibition above about 27%;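 note: 0% = vehicle and 100% = reference inhibitor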
# Target sequence (P9WQA3 whole entry, looked up): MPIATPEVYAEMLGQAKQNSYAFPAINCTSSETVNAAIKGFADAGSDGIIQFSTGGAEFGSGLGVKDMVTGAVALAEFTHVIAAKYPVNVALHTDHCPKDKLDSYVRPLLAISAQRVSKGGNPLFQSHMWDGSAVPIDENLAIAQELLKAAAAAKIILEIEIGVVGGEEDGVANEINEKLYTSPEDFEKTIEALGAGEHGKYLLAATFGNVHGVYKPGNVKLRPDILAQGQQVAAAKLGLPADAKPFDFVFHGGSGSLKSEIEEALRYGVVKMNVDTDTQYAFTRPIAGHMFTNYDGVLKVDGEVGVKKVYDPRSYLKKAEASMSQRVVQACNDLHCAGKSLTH
# Y pestis TopoI = Y. pestis Topo-I inhibition via cleavage products; activity, % at 10 µM; Y. pestis Topo-I cleavage product accumulation, plate reader; hit rate 0.064% among 360,000; in the data active = activity above about 50%, passing the limit was not always enough; note: inactives centre near 2
# BH1578 lux ind = inducers of Vibrio cholerae quorum light production without autoinducers. hit rate 0.16% among 350,000. AID 588436. V. cholerae BH1578 lux reporter, luminescence, 6 h. activation, % at 18.7 µM; in the data active = activation mostly above about 9.7%, no sharp cut-off; note: not every result past the cut was called active; inactives centre near 0; reference of the scale not given here
# TcdB inh = TcdB glycohydrolase inhibition; P18177; TcdB glycohydrolase enzymatic assay, plate reader; inhibition, % at 9.99 µM; hit rate 0.24% among 350,000; AID 652162; in the data active = inhibition above about 10%
# Mtb BioA inh = BioA (M. tuberculosis) enzyme inhibition; inhibition, % at 9.99 µM; hit rate 0.096% among 360,000; AID 602481; purified M. tuberculosis BioA enzyme, plate reader; in the data active = inhibition above about 40%
# Numbers without * were called inactive; i = inactive; . = not tested or not shown.
SMILES,PfHsp40 rescue,UGM FP inh,GDH-TPI counter,FadD28 binding,FBA Mtb inh,Y pestis TopoI,BH1578 lux ind,TcdB inh,Mtb BioA inh
CC(NC(=O)/C=C/c1ccc(Br)cc1)c1ccccc1 (stereo unspecified),-0.3,-2.7,7,0.2,0,16,-0.3,.,-1.0
CCN1CCN(C(=O)c2ccc(OC)c(S(=O)(=O)Nc3ccc(C)cc3)c2)CC1,-0.6,-1.8,5,-0.4,0,-11,2.9,1.6,0.2
COc1cccc(/C=C2\SC(=S)N(CCCC(=O)Nc3ccc(C(=O)O)cc3)C2=O)c1,0.1,0.6,11,-3.9,-3,15,-0.2,1.1,-0.7
COc1ccc(-c2[nH]ncc2CN(Cc2nccn2C)C(C)C)c(F)c1,0.0,-0.4,4,1.0,-1,8,i,-0.2,0.8
CC(NC(=S)Nc1cccc(C(F)(F)F)c1)C(C)(C)C (stereo unspecified),-0.4,-3.2,1,-1.7,0,3,-0.2,0.8,.
NC(c1csc(Nc2cc(NCc3ccco3)ncn2)n1)c1ccccc1Cl (stereo unspecified),.,.,0,-6.0,-2,9,-0.4,1.4,-1.7
CCC1(c2ccccc2)NC(=O)N(CC(=O)N(CC(=O)Nc2ccccc2C(F)(F)F)Cc2ccco2)C1=O (stereo unspecified),0.6,1.9,6,-0.7,0,19,i,-0.7,-0.7
CC1CCc2c(sc3ncnc(SCC(=O)c4ccccc4)c23)C1 (stereo unspecified),1.4,-0.2,-3,-0.8,1,1,0.7,.,-4.7
COC(=O)c1cccc(NCN2C(=O)c3ccccc3C2=O)c1,-1.0,-0.1,0,-0.1,-1,1,0.5,.,-1.4
CCc1ccc(NC(=O)C(C)n2nc(C)c([N+](=O)[O-])c2C)cc1 (stereo unspecified),0.1,-2.6,4,-0.1,0,-10,-0.3,1.0,0.0
CSc1nncc(/C(C)=N\Nc2cccc(C)c2)n1,0.1,2.5,-3,-0.9,-3,-1,i,.,-1.0
COc1ccc(OC)c2c(C)cc(NCCN3CCOCC3)nc12,-0.1,1.7,8,-1.2,10,0,-0.5,.,-0.9
CCCN1CCN(c2ccc(S(N)(=O)=O)cc2[N+](=O)[O-])CC1,-0.5,1.2,0,1.5,2,-6,i,1.0,.
COc1cccc(NC(=O)COC(=O)c2ccccc2F)c1,0.0,-0.1,0,-0.3,2,1,-0.3,0.9,0.6
CC/C(=N\NC(=O)c1ccc(N2CCCC2=O)cc1)c1ccccc1,-2.0,1.3,4,-2.8,0,2,-0.6,-4.5,-0.2
CCOc1ccc(NC(=O)c2c(NC(=O)CNCCN3CCOCC3)sc3c2CCC3)cc1,-2.6,0.4,19,-1.0,3,22,i,-8.7,-2.0
COc1ccc(/C=N/NC(=O)CNC(=O)C2COc3ccccc3O2)cc1OC (stereo unspecified),-0.4,4.0,4,-2.4,-2,2,-0.3,-2.4,.
C/C(=N/Nc1ccc(C)cc1)C1(C)N(O)C(C)(C)C(c2ccco2)=[N+]1[O-] (stereo unspecified),1.1,3.3,8,-0.8,33*,-4,i,2.2,-0.8
COc1ccc(C(OC(=O)c2ccco2)C(=O)NC(C)(C)C)cc1OC (stereo unspecified),-0.2,.,10,-1.0,1,2,i,0.4,3.0
O=C(Nc1ccc(Oc2cccc3ccccc23)cc1)c1ccco1,0.0,0.5,0,-7.3,-3,1,i,.,-3.6
CCc1nnc(NC(=O)CSc2nnc(-c3c[nH]c4ccccc34)n2CCOC)s1,-1.5,3.7,15,-0.9,3,1,-0.4,.,-0.6
CC(NC(=O)OCc1ccccc1)C(=O)N1CC(O)CC1C(=O)O (stereo unspecified),-1.3,.,5,0.1,4,-8,4.2,.,0.5
COc1ccc(-n2c(O)c(/C=C/C=Nc3ccccc3)c(=O)[nH]c2=O)cc1,-0.2,-24,19,0.7,-13,-3,i,.,.
CC(=O)Nc1cccc(-c2cc(N3CCN(CCO)CC3)n3nccc3n2)c1,.,.,5,0.1,10,-6,0.7,1.9,-2.2

# Part of the list above in another layout:
COc1ccc(-c2[nH]ncc2CN(Cc2nccn2C)C(C)C)c(F)c1
  PfHsp40 rescue = 0.0	UGM FP inh = -0.4	GDH-TPI counter = 4	FadD28 binding = 1.0	FBA Mtb inh = -1	Y pestis TopoI = 8	BH1578 lux ind = i	TcdB inh = -0.2	Mtb BioA inh = 0.8
CC(NC(=O)OCc1ccccc1)C(=O)N1CC(O)CC1C(=O)O (stereo unspecified)
  PfHsp40 rescue = -1.3	UGM FP inh = .	GDH-TPI counter = 5	FadD28 binding = 0.1	FBA Mtb inh = 4	Y pestis TopoI = -8	BH1578 lux ind = 4.2	TcdB inh = .	Mtb BioA inh = 0.5
CSc1nncc(/C(C)=N\Nc2cccc(C)c2)n1
  PfHsp40 rescue = 0.1	UGM FP inh = 2.5	GDH-TPI counter = -3	FadD28 binding = -0.9	FBA Mtb inh = -3	Y pestis TopoI = -1	BH1578 lux ind = i	TcdB inh = .	Mtb BioA inh = -1.0

# Other entries
SMILES,PfHsp40 rescue,UGM FP inh,GDH-TPI counter,FadD28 binding,FBA Mtb inh,Y pestis TopoI,BH1578 lux ind,TcdB inh,Mtb BioA inh
O=C(CN1C(=O)/C(=C2/SC(=S)N(CCS(=O)(=O)O)C2=O)c2ccccc21)Nc1cccc(Br)c1,-0.2,0.0,9,0.6,-2,-1,-0.9,0.4,-2.5
Cc1nc2ccc([N+](=O)[O-])cc2c(=O)n1Cc1cccc(F)c1,-0.2,-1.3,15,-2.8,5,-12,-8.3,0.3,-0.7
CCCC(=O)c1cc2ccccc2oc1=O,2.3,1.6,0,-3.6,1,-1,2.9,.,-0.1
Cc1ccc(Cc2c(-c3ccco3)nc3ccc(C)cn23)cc1,.,.,.,-2.7,26,.,.,-0.7,-0.5
CCOc1ccc(C(=O)NC(=S)Nc2ccc(N3CCCCC3)cc2)cc1[N+](=O)[O-],4.0,4.3,6,-1.8,1,-16,-0.3,-9.5,.
COc1ccc(CNC(=O)COC(=O)CC2CCCC2)cc1,0.9,-1.2,-2,-1.7,-1,2,i,.,.
NC(=O)c1cccc(CC(=O)c2ccccc2)c1,-0.5,0.6,-3,-0.7,1,3,i,0.1,0.2
CC(OC(=O)c1cccc(-n2cnnn2)c1)C(=O)Nc1ccc(N(C)C)cc1 (stereo unspecified),1.1,1.6,0,0.5,3,1,-0.9,0.3,-0.9
CNS(=O)(=O)c1ccc2nc(NC(=O)c3ccc(N4C(=O)CCC4=O)cc3)sc2c1,2.5,1.1,12,-3.3,0,-1,i,2.3,.
CCOc1ccccc1NC(=O)N1CCC(C(=O)c2ccc(F)cc2)CC1,14,-1.3,-7,-1.7,0,18,-0.3,.,.
CCOC(=O)C(O)(c1ccc(NC(=O)c2ccco2)c(OC)c1)C(F)(F)F (stereo unspecified),-0.9,-2.1,2,-4.5,-2,-5,-0.4,.,1.7
Cc1ccc(/C=C2\SC(=S)N(C3CCS(=O)(=O)C3)C2=O)cc1 (stereo unspecified),0.0,0.9,4,-2.4,3,-3,-0.7,2.8,.
O=C(NCc1ccccc1)c1ccc(CS(=O)(=O)c2ccccc2)o1,-0.9,6.1,3,0.0,-3,-2,-3.1,.,1.0
C1=CCC(CN2CCNCC2)CC1 (stereo unspecified),-2.2,2.5,0,-5.1,-2,-10,-0.9,-0.8,.
O=C(NC(Cc1ccccc1)C(=O)Oc1ccc2c(C(F)(F)F)cc(=O)oc2c1)OCc1ccccc1 (stereo unspecified),0.0,-1.0,9,2.6,21,2,-0.2,.,.
O=C(Nc1ccc(Cl)cn1)c1cccnc1,-0.4,-0.3,5,-2.3,1,3,-0.8,.,3.0
Cc1cccc(NC(=O)CSc2nc(=O)n(CCCN3CCOCC3)c3c2CCCC3)c1,-1.2,-2.4,5,-1.9,-2,22,-0.7,2.4,3.0
CCCc1ccccc1OCCNC(C)=O,-0.8,-2.1,4,-0.8,7,-3,0.0,.,0.1
Cc1ccc(C(=O)C(C)OC(=O)CNS(=O)(=O)c2ccc(C)cc2)cc1 (stereo unspecified),-2.1,2.3,-2,-2.0,0,3,-0.4,0.5,-0.3
CC(=O)Nc1sc(N/N=C\c2ccco2)nc1-c1cccs1,-1.4,-1.6,21,-1.8,0,-5,-0.4,.,-0.1
CCN(CC)S(=O)(=O)c1ccc(Cl)c(C(=O)NC2CCN(Cc3ccccc3)CC2)c1,-0.7,-2.6,-10,-1.9,2,-4,i,1.2,0.2
Cc1ccc(C(=O)CN(C(=O)c2ccc(Cl)c(Cl)c2)N2C(=O)C3CCCCC3C2=O)cc1C (stereo unspecified),1.1,-1.0,-5,-1.3,0,4,i,.,0.4
O=C(CN1C(=O)NC2(CCc3ccccc32)C1=O)Nc1cccc(Cl)c1 (stereo unspecified),-0.7,1.3,5,-3.2,0,-10,0.0,7.2,-0.2
CCOc1ccc(/C=N/NC2=NCCCCC2)cc1,-0.3,4.3,4,-3.6,-1,-6,0.0,0.0,.

# Individual results from the entries so far.
# FBA Mtb inh, `CC1CCc2c(sc3ncnc(SCC(=O)c4ccccc4)c23)C1` (stereo unspecified) : 1
# GDH-TPI counter, `Cc1nc2ccc([N+](=O)[O-])cc2c(=O)n1Cc1cccc(F)c1` : 15
# FBA Mtb inh, `CCCC(=O)c1cc2ccccc2oc1=O` : 1
# UGM FP inh, `CC/C(=N\NC(=O)c1ccc(N2CCCC2=O)cc1)c1ccccc1` : 1.3
# BH1578 lux ind, `CC(=O)Nc1cccc(-c2cc(N3CCN(CCO)CC3)n3nccc3n2)c1` : 0.7

# Next entries follow.
SMILES,PfHsp40 rescue,UGM FP inh,GDH-TPI counter,FadD28 binding,FBA Mtb inh,Y pestis TopoI,BH1578 lux ind,TcdB inh,Mtb BioA inh
Cc1c(Cl)cccc1NC(=S)Nc1ccc(S(=O)(=O)Nc2ncccn2)cc1,-0.8,-2.1,9,1.3,6,8,.,2.4,.
COc1ccc(C(=O)NC(=S)N(C)Cc2ccccc2)cc1Br,-1.2,-0.5,2,-3.5,1,10,0.5,1.2,.
CC(C)c1nnc(NC(=O)C2CCCN2C(=O)Nc2cccc(Cl)c2)s1 (stereo unspecified),0.0,0.0,12,-0.9,0,-2,-0.4,0.4,0.6
CC(=O)Nc1ccc(NC(=O)c2ccccc2CC[N+](=O)[O-])cc1,-0.6,-0.5,5,-1.6,3,-1,-3.0,.,-1.2
COc1ccc(CC(=O)OCC(=O)Nc2ncc(Cl)cc2Cl)cc1OC,-0.1,2.3,17,1.1,1,7,-0.4,.,.
COCc1cc(C)nc(SCC(=O)Oc2ccccc2)c1C#N,-1.0,0.0,2,1.7,4,9,i,1.0,-0.2
Cc1cccc(C)c1NC(=O)Cn1nnc(-c2ccc(N3CCOCC3)cc2)n1,0.3,-0.1,0,-2.3,3,6,-1.0,.,-1.0
O=C(c1nc2ccc(Cl)cn2c1CN1CCC[C@H]1CO)N1CCc2ccccc2C1,.,.,5,-0.9,3,9,-0.7,0.2,-1.8
O=Cc1ccc(Oc2ccc(F)cc2)nc1,0.5,-2.5,-4,-0.9,2,4,-0.4,0.4,6.2
C#CCOC(=O)C1C2C=CC(C2)C1C(=O)O (stereo unspecified),-0.7,1.4,12,0.4,2,6,1.1,0.3,.
NC(=O)c1ccc(=O)n(Cc2ccc(Cl)cc2Cl)c1,-1.3,7.0,-6,-1.3,1,0,i,-1.4,3.6
O=C(Nc1cc2c(cc1C(=O)O)OCCCO2)c1ccc(F)cc1F,-0.3,-1.7,0,-1.2,-1,9,i,1.3,0.5
O=C(CCCn1c(=S)[nH]c2cc3c(cc2c1=O)OCO3)N1CCN(c2ncccn2)CC1,-1.7,1.2,25,-1.2,1,2,i,.,-2.3
OC(CSc1ccccc1)CN1CCN(c2ccccc2)CC1 (stereo unspecified),-0.6,.,4,0.5,4,-5,-3.3,0.4,-5.5
CN(CC(=O)Nc1ccc(Cl)c(C(F)(F)F)c1)C(=O)CCCNC(=O)c1ccc(Cl)cc1,3.2,0.3,-2,-7.3,1,4,-0.9,-1.2,1.3
COc1ccc(CNCC(=O)N2CCC3(CC2)OCCO3)cc1,-0.7,1.1,12,-0.9,1,-5,1.4,0.8,.
O=C(Nc1ccccc1)C(=O)Nc1ccccn1,-2.3,-0.2,7,-3.1,-2,-7,i,.,-1.2
COc1ccccc1CNC(=O)CSc1ccc(-c2cccs2)nn1,0.4,4.4,7,1.0,6,5,i,1.5,.
O=C1CCN(S(=O)(=O)c2ccccc2)CCN1CCOCc1ccc(Cl)cc1,0.4,-0.2,5,-2.9,0,23,-0.7,1.6,-2.6
CN(CCc1ccccn1)C(=O)c1cccnc1Oc1ccc(Cl)cc1,-0.4,0.1,-6,-3.3,3,8,2.7,0.2,1.1
CC1CN(C(=O)c2ccc(S(=O)(=O)Nc3ccccc3F)cc2)CC(C)O1 (stereo unspecified),0.1,1.1,4,-0.1,-1,-4,i,0.2,-0.9
